Screens deposited in PubChem BioAssay by NMMLSC.
Bim-Mcl-1: human Bim-Mcl-1 interaction inhibition. AID 1009. Bead-based flow cytometry, Bim peptide-Mcl-1 binding. actives 0.1% (n = 190,000). Q07820. inhibition, % at 10 µM;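 further: 0% = no compound tracer wells and 100% = peptide blocker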
Target sequence (Q07820 whole entry, looked up): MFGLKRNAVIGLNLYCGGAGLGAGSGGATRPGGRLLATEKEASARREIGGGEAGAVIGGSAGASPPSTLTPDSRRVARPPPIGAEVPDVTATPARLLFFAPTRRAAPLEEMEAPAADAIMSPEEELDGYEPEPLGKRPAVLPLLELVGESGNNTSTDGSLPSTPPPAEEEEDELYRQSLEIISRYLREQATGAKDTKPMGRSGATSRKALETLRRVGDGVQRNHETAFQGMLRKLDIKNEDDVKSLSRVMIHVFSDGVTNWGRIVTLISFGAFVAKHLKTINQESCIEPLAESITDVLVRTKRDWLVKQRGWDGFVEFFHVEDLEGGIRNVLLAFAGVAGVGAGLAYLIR
Bim-Bcl-2: human Bim-Bcl-2 interaction inhibition | P10415 | AID 950 | inhibition, % at 10 µM | actives 0.06% (n = 190,000) | Bead-based flow cytometry, Bim peptide-Bcl-2 binding; in the data active means inhibition above about 40%; inconclusive means no clear call, values can overlap the other calls;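 further: 0% = no compound wells with probe peptide and 100% = reference peptide inhibitor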
Bfl-1 Bim block: disrupts Bim binding to human Bfl-1; Bead-based flow cytometry, Bim-Bfl-1 binding inhibition; inhibition, % at 10 µM; actives 0.12% (n = 190,000); AID 1008;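 further: 0% = wells without compound plus tracer and 100% = blocker peptide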
Bim-Bcl-W: human Bim-Bcl-W interaction inhibition; bead-based flow cytometry, Bim peptide-Bcl-W binding; inhibition, % at 10 µM; actives 0.02% (n = 190,000);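 further: 0% = bound tracer without compound and 100% = peptide blocker; higher means less fluorescent Bim peptide bound to Bcl-W beads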
Target sequence (Q92843 whole entry, looked up): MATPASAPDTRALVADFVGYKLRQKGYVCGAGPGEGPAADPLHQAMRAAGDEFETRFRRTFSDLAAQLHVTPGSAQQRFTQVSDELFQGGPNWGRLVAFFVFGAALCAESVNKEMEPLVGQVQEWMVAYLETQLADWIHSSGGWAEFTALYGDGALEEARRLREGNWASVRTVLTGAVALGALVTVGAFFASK
RGS7-Gao reg: human RGS7-Galphao interaction regulation | P09471 | actives 0.35% (n = 220,000) | Multiplexed bead flow cytometry, RGS7-Galphao binding; actives lie on both sides | AID 1439 | binding response (% of control), % at 10 µM; in the data active means binding response below about 49% or above about 150%; inconclusive means no clear call, values can overlap the other calls; inactive means in between;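 further: fluorescent Galphao held in activated GDP-AlF4 state binding bead-coupled RGS7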
Bcl-B Bim block: disrupts Bim peptide binding to human Bcl-B; Q9HD36; bead-based flow cytometry; inhibition, % at 10 µM; actives 0.073% (n = 190,000);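 further: 0% = tracer peptide without compound and 100% = reference inhibitor peptide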
Target sequence (Q9HD36 whole entry, looked up): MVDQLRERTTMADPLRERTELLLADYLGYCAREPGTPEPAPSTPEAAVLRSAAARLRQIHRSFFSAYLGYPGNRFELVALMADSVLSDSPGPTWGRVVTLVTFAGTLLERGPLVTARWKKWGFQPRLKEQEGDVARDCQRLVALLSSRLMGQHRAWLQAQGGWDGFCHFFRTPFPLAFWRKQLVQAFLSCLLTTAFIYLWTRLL
RGS8-Gao reg: human RGS8-Galphao interaction regulation | P09471 | multiplexed bead flow cytometry, RGS8-Galphao binding; actives lie on both sides | response (percent of control binding), % at 10 µM | actives 0.34% (n = 220,000); in the data active means response below about 60% or above about 140%; inactive means in between;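 further: Galphao activated as the GDP aluminium fluoride complex binding bead-coupled RGS8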
RGS4-Gao reg: modulates binding of RGS4 to human Galphao | P09471 | Multiplexed bead flow cytometry; actives lie on both sides | binding response (% of control), % at 10 µM | actives 0.33% (n = 220,000) | AID 1415; in the data active means binding response below about 49% or above about 150%; inactive means in between;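 further: fluorescent Galphao activated with aluminum fluoride binding bead-coupled RGS4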
ABCG2 inh: inhibitors of human ABCG2 transporter, ABCB1 counter-screen. IgMXP3 cells, JC-1 efflux, flow cytometry. inhibition, % at 6.6 µM. actives 0.1% (n = 190,000);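 active means inhibition above 80%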;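 further: 0% = DMSO and 100% = nicardipine control wells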
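Test system: IgMXP3 (ABCG2) plus far-red-tagged CCRF-Adr (ABCB1) cells / Amount: 3 million cells/mL in well / Reagent: JC-1 transporter substrate / Timing: 10 min compound exposure, 25 °C / Signal: flow cytometry, 530 nm JC-1 signal / Read-out: percent efflux inhibition, scaled nicardipine 100% to DMSO 0% / Benchmarks: nicardipine as high control, DMSO as low control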
Bcl-XL Bim block: human Bim-Bcl-XL interaction inhibition | Q07817 | actives 0.04% (n = 190,000) | Bim peptide-Bcl-XL binding, bead flow cytometry, fluorescence | inhibition, % at 10 µM
Target sequence (Q07817 whole entry, looked up): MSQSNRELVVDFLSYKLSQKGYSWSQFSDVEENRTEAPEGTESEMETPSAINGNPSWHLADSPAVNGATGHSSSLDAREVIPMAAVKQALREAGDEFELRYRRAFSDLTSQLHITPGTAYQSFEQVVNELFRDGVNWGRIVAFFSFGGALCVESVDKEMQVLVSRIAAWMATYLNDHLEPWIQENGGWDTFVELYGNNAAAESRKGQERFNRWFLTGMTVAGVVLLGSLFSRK
ABCB1 inh: blocks JC-1 efflux by human ABCB1 transporter. P08183. CCRF-Adr cells, flow cytometry. inhibition, % at 6.6 µM. actives 0.067% (n = 190,000). AID 1326; in the data active means inhibition above about 40%;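 further: 0% = vehicle and 100% = reference inhibitor; higher value means more JC-1 retained so stronger ABCB1 efflux block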
* = called active by the depositor; ? = inconclusive. Unless noted, no stated cut-off is given here; in the data, active means inhibition above about 40%.

SMILES | Bim-Mcl-1 | Bim-Bcl-2 | Bfl-1 Bim block | Bim-Bcl-W | RGS7-Gao reg | Bcl-B Bim block | RGS8-Gao reg | RGS4-Gao reg | ABCG2 inh | Bcl-XL Bim block | ABCB1 inh
N#C/C(=C\c1ccc(Cl)cc1)c1n[nH]c(Cn2cncn2)n1 | -1 | -7 | -10 | 1 | 111 | -8 | 108 | 109 | 2 | -5 | 0.1
CCOC(=O)c1ccc(CC2S/C(=C(\C#N)C(C)=O)NC2=O)cc1 (stereo not drawn) | 5 | -2 | -8 | 6 | 100 | 3 | 100 | 103 | -1 | -4 | -0.2
O=C1CCc2cc(S(=O)(=O)N3CCC(C(=O)Nc4nccs4)CC3)ccc2N1 | 2 | -6 | -4 | 2 | 98 | 0 | 101 | 97 | 0 | 0 | 0.1
NC(=O)c1ccc(NC(=O)COC(=O)C2(c3ccccc3F)CCCC2)cc1 | 0 | -3 | -4 | 0 | 101 | 0 | 102 | 105 | 4 | -1 | 0.5
Cn1c(=O)oc2cc(S(=O)(=O)N3CCOCC3)ccc21 | -3 | 0 | -2 | -2 | 96 | -2 | 100 | 101 | 0 | -4 | 0.1
CCOC(=O)c1c(NC(=O)C2=C(C)NC(=S)NC2c2ccc(CC)cc2)sc(C)c1C (stereo not drawn) | -6 | 0 | 1 | -4 | 100 | -13 | 96 | 94 | -2 | -6 | 1.3
Cn1c(SCC(=O)Nc2nc3c(s2)CCCC3)nnc1-c1ccccc1 | -1 | -10 | -13 | 0 | 97 | -9 | 94 | 98 | 6 | -9 | 1.1
C/C(=N\NC(=O)c1c(Cl)c(C)nn1C)c1ccc(NC(=O)COc2ccc(Cl)cc2C)cc1 | -3 | -1 | -1 | -2 | 92 | 0 | 96 | 95 | -1 | -4 | 0.4
COc1ccc(CCNC(=O)Cn2cnc3sc(C)c(-c4ccc(F)cc4)c3c2=O)cc1OC | 0 | -5 | -4 | -2 | 94 | -6 | 100 | 104 | 12 | -2 | 2.0
CC(C)(C)c1nnc(N/N=C/c2ccc(Br)cc2)n(N)c1=O | 0 | 0 | 1 | -2 | 101 | -1 | 100 | 100 | 0 | 0 | 0.6
CC(C)(C)c1ccc(C(=O)NCc2cccnc2)cc1 | -1 | -1 | 1 | -1 | 102 | 0 | 104 | 101 | 3 | -3 | 0.8
O=C(NCCc1ccccc1)c1ccc2nc(-c3ccco3)c(-c3ccco3)nc2c1 | 8 | 16 | 45* | 19 | 81 | 7 | 69 | 69 | -3 | 10 | -0.8
COC(=O)/C(=C\c1ccc([N+](=O)[O-])o1)NC(=O)c1ccccc1 | 1 | -7 | -16 | 0 | 99 | -6 | 99 | 101 | 19 | -4 | 0.9
CC1CCCCC1NC(=O)COC(=O)/C=C/c1ccc2c(c1)OCO2 (stereo not drawn) | -1 | 2 | 0 | -4 | 106 | -8 | 96 | 103 | 6 | -4 | 0.5
COc1ccc(NC(=S)NCCN2CCC(C)CC2)cc1Cl | -9 | -7 | 6 | -1 | 124 | -51 | 94 | 99 | -3 | -10 | -0.1
O=c1c(F)cn(C2CCCO2)c(=O)n1Cc1ccc(Cl)cc1 (stereo not drawn) | -3 | -3 | 1 | -4 | 93 | -1 | 101 | 102 | 7 | -3 | 1.6
CCN1C(=O)C(CC(=O)Nc2c(C)cccc2C)SC1=Nc1ccc(S(N)(=O)=O)cc1 (stereo not drawn) | -11 | -46 | 0 | 0 | 98 | 0 | 100 | 99 | 0 | -5 | 0.1
Cc1cc(=O)[nH]c2ccccc12 | -6 | -8 | -4 | -1 | 103 | 0 | 102 | 103 | 1 | 0 | 0.3
Cc1ccc(-c2csc(=S)[nH]2)cc1 | -10 | -2 | 3 | 0 | 107 | -23 | 102 | 106 | -2 | -6 | -1.0
CCCc1cc(C(=O)NCc2ccccc2)no1 | 0 | -3 | -12 | -1 | 107 | -3 | 103 | 106 | 0 | -2 | 0.1
N#Cc1c(N)nc2c3c(sc(=N)c2c1N)NC(=O)CC3c1c(F)cccc1Cl (stereo not drawn) | 1 | -1 | 1 | -1 | 93 | -1 | 77 | 98 | 2 | 1 | 0.7
O=C(NCC1CCCN(Cc2cccc(OCCO)c2)C1)c1ccc(F)cc1 (stereo not drawn) | -7 | -3 | 1 | 0 | 92 | 0 | 95 | 92 | 4 | -2 | -0.4
COc1ccc(C(=O)Nc2nnc(-c3cccs3)s2)cc1 | 2 | -3 | -9 | 4 | 99 | -5 | 101 | 100 | 3 | -3 | 0.1
COc1ccc(NC(=O)Cn2nnc(-c3ccccc3NC(=O)c3ccco3)n2)cc1 | 0 | -2 | -1 | -1 | 105 | 0 | 103 | 106 | 1 | -1 | 0.2
COc1ccc(C(=O)CSc2nnc(CN3CCCCC3)n2-c2ccc(F)cc2)cc1 | -2 | -2 | -2 | -1 | 91 | -4 | 89 | 84 | 2 | -2 | 1.3
COc1ccc(OC)c(NC(=O)C2CCN(S(=O)(=O)c3c(C)noc3C)CC2)c1 | -2 | -1 | -2 | 0 | 104 | -1 | 101 | 104 | 13 | -2 | 1.5
CCN(C(=O)CSc1nc2ccccc2c(=O)n1CCOC)C1CCS(=O)(=O)C1 (stereo not drawn) | -4 | -2 | 0 | -3 | 100 | 0 | 95 | 92 | 1 | -1 | 0.3
Cc1cc(NC(=O)CCC(=O)N(c2ccccc2)C(C(=O)NC2CCCC2)c2ccncc2)no1 (stereo not drawn) | -2 | -10 | -15 | 1 | 98 | -11 | 107 | 104 | 2 | -3 | 0.5
O=C(CSCCO)Nc1cccc2ccccc12 | -5 | -1 | 1 | -2 | 106 | -3 | 102 | 108 | 0 | 1 | 0.1
Cc1cccn2c(=O)c3cc(C(=O)N4c5ccccc5CC4C)n(C)c3nc12 (stereo not drawn) | -1 | -1 | -1 | -2 | 102 | -2 | 100 | 101 | 0 | 1 | -0.2
O=C1CC(Sc2ncccn2)C(=O)N1c1ccccc1C(F)(F)F (stereo not drawn) | -3 | -7 | -9 | -1 | 101 | -4 | 100 | 102 | 1 | -5 | 0.0
COCCNC(=O)c1cc2c(-c3ccccc3F)nn(C)c2s1 | 1 | -12 | -11 | 2 | 97 | -2 | 104 | 102 | 28 | 0 | -0.2
COc1ccc(-n2c(NCCN(C)C)nc3sc4c(c3c2=O)CCCCC4)cc1 | 0 | -7 | -6 | 2 | 105 | -5 | 100 | 103 | 1 | 1 | 0.8
O=C(Nc1ccon1)c1ccc(Br)o1 | -6 | -7 | -19 | -2 | 102 | -14 | 100 | 104 | 5 | -10 | 0.1
CS(=O)(=O)N1CCN(c2ccc(NC(=S)NC(=O)c3ccc4c(c3)OCO4)cc2)CC1 | -2 | 2 | 3 | -2 | ? | -2 | 95 | 92 | 2 | 0 | -0.2
COc1ccc(OCC(O)Cn2ccnc2C)cc1 (stereo not drawn) | -1 | 1 | -3 | 0 | 99 | -2 | 100 | 101 | 0 | -6 | 0.1
C=CCNC(=O)COc1ccc(N(C)S(=O)(=O)c2ccc(NC(C)=O)cc2)cc1 | 0 | 0 | 0 | -1 | 99 | -1 | 97 | 97 | -1 | -4 | -0.2
CCOc1ccc(C2CC(=O)NC(SC)=C2C#N)cc1 (stereo not drawn) | 0 | -4 | -9 | 0 | 103 | -5 | 101 | 106 | 3 | -5 | 0.5
O=C(Nc1cccc(S(=O)(=O)N2CCCCC2)c1)C1CC(=O)N(Cc2ccco2)C1 (stereo not drawn) | -1 | -6 | -10 | -5 | 93 | -2 | 98 | 96 | 0 | -3 | -0.3
C=CCn1c(C)c(C(C)=O)c(N2CCN(C(c3ccccc3)c3ccccc3)CC2)nc1=S | -6 | 0 | 1 | -4 | 108 | -3 | 103 | 109 | -1 | -3 | -0.3
O=C(CSc1nc2cc(S(=O)(=O)N3CCOCC3)ccc2o1)Nc1c(F)cccc1F | -4 | -2 | 18 | 1 | 101 | -30 | 90 | 86 | -2 | -9 | -0.7
O=C1NN(c2ccc(Cl)c(Cl)c2)C(=O)/C1=C/c1cccc(OC(=O)c2cccs2)c1 | -1 | 3 | 0 | -1 | 95 | -2 | 99 | 95 | -7 | -3 | -1.0
CC(C)(CO)CNC(=O)CCc1nnc(CCCc2ccccc2)o1 | 1 | -3 | -4 | 0 | 93 | -3 | 100 | 98 | 0 | -2 | 0.1
NC(=O)NC(=O)CC1S/C(=N/N=C/c2ccccc2)NC1=O (stereo not drawn) | -2 | 0 | -6 | 1 | 97 | -2 | 99 | 100 | 0 | -3 | 0.0
CCOc1ccc(Nc2cc(C)nc3nc(C)nn23)cc1 | -3 | -1 | 0 | -6 | 101 | -6 | 99 | 97 | 1 | -5 | -0.1

Arranged by length of the SMILES (falling): eleven of the compounds above
SMILES | Bim-Mcl-1 | Bim-Bcl-2 | Bfl-1 Bim block | Bim-Bcl-W | RGS7-Gao reg | Bcl-B Bim block | RGS8-Gao reg | RGS4-Gao reg | ABCG2 inh | Bcl-XL Bim block | ABCB1 inh
O=C1NN(c2ccc(Cl)c(Cl)c2)C(=O)/C1=C/c1cccc(OC(=O)c2cccs2)c1 | -1 | 3 | 0 | -1 | 95 | -2 | 99 | 95 | -7 | -3 | -1.0
CS(=O)(=O)N1CCN(c2ccc(NC(=S)NC(=O)c3ccc4c(c3)OCO4)cc2)CC1 | -2 | 2 | 3 | -2 | ? | -2 | 95 | 92 | 2 | 0 | -0.2
C=CCn1c(C)c(C(C)=O)c(N2CCN(C(c3ccccc3)c3ccccc3)CC2)nc1=S | -6 | 0 | 1 | -4 | 108 | -3 | 103 | 109 | -1 | -3 | -0.3
O=C(CSc1nc2cc(S(=O)(=O)N3CCOCC3)ccc2o1)Nc1c(F)cccc1F | -4 | -2 | 18 | 1 | 101 | -30 | 90 | 86 | -2 | -9 | -0.7
COc1ccc(-n2c(NCCN(C)C)nc3sc4c(c3c2=O)CCCCC4)cc1 | 0 | -7 | -6 | 2 | 105 | -5 | 100 | 103 | 1 | 1 | 0.8
NC(=O)NC(=O)CC1S/C(=N/N=C/c2ccccc2)NC1=O (stereo not drawn) | -2 | 0 | -6 | 1 | 97 | -2 | 99 | 100 | 0 | -3 | 0.0
CC(C)(CO)CNC(=O)CCc1nnc(CCCc2ccccc2)o1 | 1 | -3 | -4 | 0 | 93 | -3 | 100 | 98 | 0 | -2 | 0.1
COCCNC(=O)c1cc2c(-c3ccccc3F)nn(C)c2s1 | 1 | -12 | -11 | 2 | 97 | -2 | 104 | 102 | 28 | 0 | -0.2
CCOc1ccc(C2CC(=O)NC(SC)=C2C#N)cc1 (stereo not drawn) | 0 | -4 | -9 | 0 | 103 | -5 | 101 | 106 | 3 | -5 | 0.5
COc1ccc(OCC(O)Cn2ccnc2C)cc1 (stereo not drawn) | -1 | 1 | -3 | 0 | 99 | -2 | 100 | 101 | 0 | -6 | 0.1
O=C(Nc1ccon1)c1ccc(Br)o1 | -6 | -7 | -19 | -2 | 102 | -14 | 100 | 104 | 5 | -10 | 0.1
